# Bioassay records (PubChem)
# NSD2 inh = NSD2 (human) methyltransferase inhibition; O96028; NSD2 peptide methylation, AlphaScreen, 120 min; inhibition, % at 12.5 µM; actives 0.54% (n = 310,000); AID 743445; in the data active = inhibition above about 50%
# LANA DNA inh = KSHV C-LANA DNA binding inhibition. MBP-C-LANA/FAM-LBS DNA binding, fluorescence polarization. inhibition, % at 9 µM. actives 0.078% (n = 340,000). AID 504423;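 active = highest replicate inhibition at or above 60% at 9 µM, even if other replicates fall short; inactive = all replicates below 60% inhibition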;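 note: 0% = neutral control wells and 100% = 4 µM acridine orange control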
# Cardiac RTF inh = cardiac RTF calcium desensitization; P19429+P45379; IANBD-labeled cardiac RTF, Ca2+ fluorescence; inhibition, % at 7.15 µM; actives 0.12% (n = 340,000);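 active = inhibition above the mean inhibition of all tested compounds plus 3 SD, cut at about 17% in these data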;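 note: assay run at fixed EC70 calcium of 1.6 mM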
# Keap1-Nrf2 PPI = disrupts human Keap1 binding to Nrf2 peptide; actives 0.15% (n = 340,000); inhibition, % at 9.4 µM; Keap1 Kelch-Nrf2 peptide fluorescence polarization, 1536-well; in the data active = inhibition above about 12%;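 note: human Keap1 Kelch domain with fluorescein labeled Nrf2 9mer peptide probe; 0% = neutral control wells and 100% = peptide positive control; higher means more block of Keap1 binding to Nrf2 peptide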
# DAGLB inh = blocks human DAGLB lipase activity; inhibition, % at 5.17 µM; actives 0.059% (n = 340,000); HEK293T DAGLB membrane lysate, EnzChek fluorogenic substrate; Q8NCG7; in the data active = inhibition above about 34%;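 note: 0% = enzyme with vehicle and 100% = wells lacking enzyme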
# PvdQ acylase = P. aeruginosa PvdQ acylase inhibition | purified PvdQ acylase, fluorescence plate reader | inhibition, % at 10 µM | actives 0.063% (n = 340,000) | AID 488965; in the data active = inhibition above about 30%, passing the limit was not always enough;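 note: 0% = vehicle neutral wells and 100% = reference inhibitor wells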
# Arrestin-AP2 inh = human beta-arrestin and AP2 interaction inhibition. FITC-arrestin peptide / GST-AP2 beads, flow cytometry; AP2 beta2 appendage carries R879A mutation. actives 0.31% (n = 340,000). AID 504490. inhibition, % at 10 µM;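 active = inhibition above a set limit, near 3 SD of compounds lacking own fluorescence, cut at about 54% in these data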;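 note: plate controls were DMSO wells for no effect and 5 µM unlabelled arrestin peptide for full effect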
#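 System: GST-AP2 R879A glutathione beads. Medium: PBS with 0.05% Tween 20 and 0.1% BSA. Also added: FITC-arrestin peptide, 50 nM. Incubation: 12 min plus 1 h, RT. Measured by: high-throughput flow cytometry of beads, ex 488, em 535 nm. Evaluation: percent drop in bead-associated FITC signal.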
# PKA-R2B act = activates the human PKA-R2B holoenzyme complex | P22694+P31323 | PKA-R2B holoenzyme dissociation, Cy5-IP20 fluorescence polarization; R2B truncated from residue 108, S112A mutant; 0% DMSO only, 100% 113 µM cGMP | activation, % at 11.4 µM | actives 0.079% (n = 340,000) | AID 504700;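 active = activation above a cutoff set at the mean over all compounds plus 3 SD, cut at about 18% in these data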;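 note: higher means more holoenzyme dissociation and a rise in polarization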
# Target sequence (P31323 whole entry, looked up, other chains not shown, the tested form may be a part): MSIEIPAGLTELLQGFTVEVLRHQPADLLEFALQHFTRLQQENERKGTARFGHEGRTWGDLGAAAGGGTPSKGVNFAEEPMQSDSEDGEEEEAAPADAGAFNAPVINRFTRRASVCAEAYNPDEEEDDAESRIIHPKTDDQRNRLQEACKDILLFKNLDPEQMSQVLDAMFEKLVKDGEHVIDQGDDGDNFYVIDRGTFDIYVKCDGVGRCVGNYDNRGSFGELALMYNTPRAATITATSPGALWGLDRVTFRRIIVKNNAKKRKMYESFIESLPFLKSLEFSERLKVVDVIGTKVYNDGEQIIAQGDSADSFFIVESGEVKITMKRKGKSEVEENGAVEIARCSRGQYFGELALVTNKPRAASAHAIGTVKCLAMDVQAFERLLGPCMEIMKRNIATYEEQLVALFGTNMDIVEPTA
# SR-BI uptake up = enhances SR-BI lipid uptake from DiI-HDL; activation, % at 12.5 µM; CHO ldlA[mSR-BI] cells, DiI-HDL uptake fluorescence, 3 h; 100 = double the neutral-control signal; actives 0.096% (n = 320,000);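 active = mean replicate activation of at least 60% and every replicate at or above 60%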;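 note: 0% = median plate neutral-control signal and 100% = twice that signal; values of inactives mirror those of a sister screen read the other way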
#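 Material: SR-BI-overexpressing, LDLR-lacking CHO cells | Dosing: Single compound concentration, delivered by pin transfer | Probe or stimulus: Labelled HDL, 10 µg/mL | Signal: Bottom-read cell fluorescence after medium removal, ex 550/em 595 nm | Schedule: 3 h, 37 °C | Evaluation: HDL uptake via cellular fluorescence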
# SR-BI HDL uptake = mouse SR-BI HDL lipid transfer inhibition; Q61009; ldlA[mSR-BI] CHO cells, DiI-HDL uptake fluorescence, 3 h; inhibition, % at 12.5 µM; actives 0.96% (n = 320,000); AID 488896;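 active = mean replicate inhibition of at least 70% and a set share of replicates each scoring 70 or more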;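 note: 0% = median of neutral control wells and 100% = median of positive control wells; values of inactives mirror those of a sister screen read the other way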
# Target sequence (Q61009 whole entry, looked up): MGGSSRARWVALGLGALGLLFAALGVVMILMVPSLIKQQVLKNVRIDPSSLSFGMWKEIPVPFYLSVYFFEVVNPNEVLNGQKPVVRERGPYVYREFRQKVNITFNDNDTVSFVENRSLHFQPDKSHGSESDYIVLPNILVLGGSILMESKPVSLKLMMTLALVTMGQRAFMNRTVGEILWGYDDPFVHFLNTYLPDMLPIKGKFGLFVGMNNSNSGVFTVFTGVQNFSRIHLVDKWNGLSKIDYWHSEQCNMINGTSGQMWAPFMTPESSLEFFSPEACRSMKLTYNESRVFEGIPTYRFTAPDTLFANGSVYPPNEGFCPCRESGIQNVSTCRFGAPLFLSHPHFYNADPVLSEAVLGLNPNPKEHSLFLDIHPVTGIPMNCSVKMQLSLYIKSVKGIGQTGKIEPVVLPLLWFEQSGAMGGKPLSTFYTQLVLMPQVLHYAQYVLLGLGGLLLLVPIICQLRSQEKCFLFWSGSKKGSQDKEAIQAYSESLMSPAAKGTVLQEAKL
# * = called active by the depositor; . = not tested or not shown.
SMILES,NSD2 inh,LANA DNA inh,Cardiac RTF inh,Keap1-Nrf2 PPI,DAGLB inh,PvdQ acylase,Arrestin-AP2 inh,PKA-R2B act,SR-BI uptake up,SR-BI HDL uptake
CN(C)S(=O)(=O)c1cccc(COC(=O)Cc2c(F)cccc2Cl)c1,-2.4,0.2,-0.4,2.5,-6.6,-7.2,-1.2,-8.2,36.2,-36.2
COc1ccc([N+](=O)[O-])cc1NC(=S)NC(NC(=O)C(c1ccccc1)c1ccccc1)C(Cl)(Cl)Cl (configuration not stated),5.0,0.6,2.6,-3.5,0.7,-8.1,-4.2,-7.3,-87.0,87.0*
CC(=O)c1cnc2nc(SCc3ccc(Cl)cc3)nn2c1C,-2.2,-0.1,1.8,-0.7,-1.1,-20.6,1.8,-8.9,3.9,-3.9
COc1ccc(C(=O)n2nc(-c3ccccc3)nc2SC)cc1,-8.0,0.3,-9.6,4.1,2.4,5.7,0.8,-14.1,14.4,-14.4
Cc1ccc(NC(=O)CSc2ccc(-c3ccccn3)nn2)cc1,0.4,0.9,-9.3,0.5,-3.6,-4.9,24.5,4.2,-1.3,1.3
CCC(=O)c1cccc(-c2ccccc2)c1CC,-1.8,.,-3.2,6.9,-9.0,11.9,-5.4,-1.2,-15.5,15.5
O=C(CN(Cc1ccccc1F)C(=O)Cn1nnc(-c2cccs2)n1)NC1CCCCC1,-3.1,2.4,-7.7,-4.6,0.8,1.4,10.1,6.4,5.6,-5.6
COc1ccccc1C1CCN(Cc2ccccc2)CC1,5.3,-0.2,-7.4,-4.8,-11.6,-17.5,7.4,-4.2,0.2,-0.2
O=C(c1ccccc1)n1ccc(-c2cnc(-c3ccccc3)s2)n1,-0.2,-1.4,-7.2,1.6,-2.4,4.1,26.1,-9.8,10.5,-10.5
CC1CCN(S(=O)(=O)c2ccc(NC(=O)c3cccs3)cc2)CC1,2.4,0.6,-3.3,-0.1,-9.6,-3.7,-11.0,-10.2,-3.0,3.0
COc1cc(C2C3=C(CCCC3=O)OC3=C2C(=O)CCC3)ccc1OCC(=O)Nc1ccccc1,2.5,0.4,-2.1,-5.8,-0.3,7.5,7.5,-3.0,-19.3,19.3
O=C(C[n+]1ccccc1)N/N=C/c1ccccc1F,-1.3,-0.2,.,-2.1,.,-13.1,-0.8,.,30.4,-30.5
CCN(C(=O)CSc1nnc(Cn2nnc3ccccc32)o1)c1nc(-c2ccccc2)cs1,-0.5,4.7,-9.7,-8.6,-2.0,-6.3,-10.7,-5.1,-15.9,15.9
COc1ccccc1-c1nnc(SCC(=O)N2CCC(C)CC2)o1,-0.1,-0.4,-4.4,-4.7,-0.3,-9.6,2.0,2.6,-10.7,10.7
O=C(Nc1ccn(Cc2ccc(Cl)cc2)n1)c1ccccc1,-4.0,0.8,0.0,1.0,-3.0,6.3,16.4,-10.8,-5.9,5.9
C/C(=N/NC(=O)Cc1c(C)[nH][nH]c1=O)c1ccc(O)cc1,2.2,-0.5,5.8,1.6,-2.5,5.0,17.0,-12.7,24.3,-24.3
COc1ccnc(Nc2cccc(C)c2)c1C#N,.,0.4,-8.1,-2.2,3.0,-12.9,-5.2,12.5,7.6,-7.6
CN(C)c1cc[n+](Cc2c(Cl)cccc2Cl)cc1,1.6,0.8,1.3,-3.1,-0.1,-11.2,-4.0,-1.6,-19.0,19.0
CC(C)Cc1ccc(/C=C/C(=O)N2CCOCC2)cc1,2.4,3.5,11.8,-0.1,-2.0,-5.9,-15.4,-2.5,6.7,-6.7
O=C(c1sc2ccccc2c1Cl)N(Cc1ccccc1)C1CCS(=O)(=O)C1 (configuration not stated),1.2,-0.5,-5.7,0.7,3.3,9.3,-3.7,4.7,6.6,-6.6
COc1cccc(-c2ccc3c(N)c(C(=O)NC4CC4)sc3n2)c1,-10.1,0.4,1.9,0.5,0.0,-7.4,-11.3,-2.4,.,.
COc1ccc([C@H]2CC(=O)C=C(c3cc(C=O)ccc3OC)C2)cc1,.,-1.0,2.8,-4.3,-4.6,22.9,-3.4,-6.3,-29.6,29.6
COc1ccc(CNC(=O)C(c2ccncc2)N(C(=O)Cc2cccs2)c2ccccc2)cc1 (configuration not stated),-2.0,-1.1,7.4,1.0,-1.1,-5.7,-1.8,7.4,9.1,-9.1
Cc1ccn2c(-c3n[nH]c(=S)n3Cc3ccccc3)c(C)nc2c1,-3.0,-1.0,-4.5,-0.3,2.0,3.0,-1.6,6.6,16.5,-16.5
O=C(Nc1c2c(nn1-c1ccc(F)cc1)CS(=O)C2)C12CC3CC(CC(C3)C1)C2 (configuration not stated),0.9,0.2,-10.8,-2.8,-0.5,-15.9,4.4,3.5,22.1,-22.1
SMILES,NSD2 inh,LANA DNA inh,Cardiac RTF inh,Keap1-Nrf2 PPI,DAGLB inh,PvdQ acylase,Arrestin-AP2 inh,PKA-R2B act,SR-BI uptake up,SR-BI HDL uptake
O=Cc1c(NCc2ccc(Cl)cc2)c2ccccc2[nH]c1=O,-2.6,1.9,-7.1,-1.8,0.5,-17.1,-12.8,-5.7,5.0,-5.0
CCOC(=O)c1cccc(NC(=O)COC)c1,0.6,0.8,-1.2,-0.9,0.3,-23.3,-0.7,-10.9,32.4,-32.4
O=Cc1ccc(C(=O)OCC(=O)N2CCCC2)cc1,22.7,1.8,-11.6,2.3,-1.7,-7.8,28.9,-10.1,5.9,-5.9
O=C(Nc1nnc(S(=O)(=O)N2CCCCC2)s1)c1ccc(Cl)cc1,.,-1.1,-6.8,-6.1,3.0,1.0,-5.3,-1.5,17.0,-17.0
Cc1noc(C)c1COc1ccc(C(=O)NCC2CCCO2)cc1 (configuration not stated),-24.3,0.7,0.9,-1.2,0.8,0.6,23.1,-15.6,12.6,-12.6
COc1ccccc1NC(=O)Cn1c(CN2CCCCC2)nc2ccccc2c1=O,.,1.2,-5.8,2.6,1.3,-2.2,18.7,3.5,16.4,-16.4
O=C(CCCN1C(=O)c2ccccc2C1=O)Nc1nnc(C2CC2)s1,-0.7,-0.8,-13.1,-7.7,-2.1,-13.6,-5.1,1.2,0.9,-0.9
CC(C)(C)NC(=O)C(c1ccncc1)N(C(=O)c1csnn1)c1cccc2ccccc12 (configuration not stated),0.2,2.2,3.2,-5.2,0.9,-10.6,1.4,-1.8,1.0,-1.0
O=C(/C=C/c1ccccc1)Nc1ccc(C(=O)N2CCCCC2)cc1,-2.2,0.5,-0.9,-2.9,0.7,-3.0,3.5,6.8,-47.9,47.9
COC(=O)c1cc2sc(Cl)cc2n1CC(=O)N1CCCc2ccccc21,.,0.3,-7.7,-3.1,-0.6,-8.9,1.9,3.8,-32.4,32.4
CCn1c(SCc2c(Cl)cccc2Cl)nc2nc3c(cc2c1=O)CCCC3,12.0,-1.8,1.1,-1.1,-1.9,-4.3,25.9,-3.0,-36.6,36.6
COCCNC(=S)Nc1ccccc1Cc1ccccc1,2.5,1.1,-2.7,-2.5,1.6,-3.4,14.6,-0.1,-6.5,6.5
COc1ccc(CCNS(=O)(=O)c2cccc(S(=O)(=O)N3CCCC3)c2)cc1OC,0.8,-2.0,-1.7,-0.4,0.1,-6.4,-8.9,0.8,24.5,-24.5
CN[C@H](C(=O)NC[C@H]1O[C@@H](n2cnc3c(N)ncnc32)[C@H](O)[C@@H]1O)[C@@H](C)OCc1ccccc1,.,0.6,-1.9,-3.6,-1.6,-2.5,23.3,-0.7,-3.4,3.4
COC(=O)COc1ccc(C2Nc3c(Cl)ccc(C(=O)O)c3C3C=CCC32)cc1 (configuration not stated),46.3,12.6,-8.5,-2.6,5.8,-19.0,6.0,3.5,6.8,-6.8
Cc1cc(C)n(Cc2ccc(C(=O)O)cc2)n1,-1.5,0.9,-0.1,-1.7,-2.5,2.0,25.5,-1.8,4.1,-4.1
Cn1c(CCNC(=O)c2cccs2)nnc1SCC(=O)Nc1nc(-c2ccccc2)cs1,5.8,0.2,-1.2,-2.1,4.0,-0.2,2.3,-3.4,-38.6,38.6
O=C(NCCc1nnc2ccc(NCc3ccccc3Cl)nn12)c1ccccc1,-2.7,-1.9,-7.5,-0.8,-0.6,-2.0,-1.1,0.9,10.1,-10.1
CCn1c(SCc2nc3cc(OC)c(OC)cc3c(=O)[nH]2)nnc1-c1ccncc1,-0.3,0.1,-1.1,-2.0,0.6,-6.6,-2.1,-5.7,6.3,-6.3
O=C(C1CCCO1)N1CCN(c2ccccn2)CC1 (configuration not stated),5.2,-0.1,-6.7,0.8,1.1,-8.9,-8.7,-4.3,.,.
Cc1coc2cc3oc(=O)c(CCC(=O)NCCCN4CCOCC4)c(C)c3cc12,.,-0.8,-4.0,-7.5,-0.8,-9.9,-0.2,-4.6,-15.2,15.2
O=C(COc1ccc2c(c1)OCO2)Nc1nncs1,3.3,-0.3,-15.1,0.6,2.8,-6.6,19.0,0.3,.,.
Cc1ccc(NC(=S)NNc2ncc(C(F)(F)F)cc2Cl)c(C)c1,1.9,0.3,-7.1,-1.4,1.0,-2.6,6.4,-8.6,-17.5,17.5
COc1ccc2c(c1)OC1=C(C(=O)CCC1)C2C1=C(O)CCCC1=O (configuration not stated),-0.6,0.3,2.4,-33.6,-1.1,-16.0,-2.2,4.3,12.9,-12.9
O=C(c1cccn(Cc2ccc(Cl)c(Cl)c2)c1=O)N1CCOCC1,-0.2,1.4,-7.0,2.3,1.6,-9.6,-3.6,-5.0,3.3,-3.3
O=c1[nH]c(=S)[nH]c2c1C(c1cc([N+](=O)[O-])c(N3CCOCC3)cc1N1CCOCC1)O2 (configuration not stated),7.0,1.0,2.2,-5.0,0.7,-7.3,-2.3,-3.1,6.1,-6.1
CCCC[C@@H]1CNCCN1CC1(c2ccccc2)CC1,.,5.6,4.6,-4.8,0.9,-18.1,4.2,-1.0,9.5,-9.5
N#CC1=C(N2CCOCC2)/C(=C\c2ccccc2)CC1,-14.6,-0.4,1.5,-3.5,-1.5,-4.5,2.1,8.3,-28.6,28.6

# Of the compounds above, two have a cyano group:
SMILES,NSD2 inh,LANA DNA inh,Cardiac RTF inh,Keap1-Nrf2 PPI,DAGLB inh,PvdQ acylase,Arrestin-AP2 inh,PKA-R2B act,SR-BI uptake up,SR-BI HDL uptake
COc1ccnc(Nc2cccc(C)c2)c1C#N,.,0.4,-8.1,-2.2,3.0,-12.9,-5.2,12.5,7.6,-7.6
N#CC1=C(N2CCOCC2)/C(=C\c2ccccc2)CC1,-14.6,-0.4,1.5,-3.5,-1.5,-4.5,2.1,8.3,-28.6,28.6

# Quoted from the listing:
# DAGLB inh result of O=C(CCCN1C(=O)c2ccccc2C1=O)Nc1nnc(C2CC2)s1 is entered as -2.1
# SR-BI HDL uptake result of O=c1[nH]c(=S)[nH]c2c1C(c1cc([N+](=O)[O-])c(N3CCOCC3)cc1N1CCOCC1)O2 (configuration not stated) is entered as -6.1
